# Assay outcomes deposited in PubChem by Sanford-Burnham Center for Chemical Genomics.
# 697 NFkB inh: inhibitors of the PMA/ionomycin-induced NF-kB reporter in 697 B cells | 697 B-cell NF-kB luciferase reporter, 16 h | inhibition, % at 4 µM | 330,000 compounds, 0.33% hits; in the data active means inhibition above about 35%
# UBC13 inh: blocks human UBC13 polyubiquitin chain formation. inhibition, % at 20 µM. AID 485273. TR-FRET. 330,000 compounds, 0.47% hits; in the data active means inhibition above about 45%, passing the limit was not always enough
# SENP8 block: blocks the human protease SENP8; 330,000 compounds, 1.2% hits; Q96LD8; AID 2540; purified SENP8, Z-RLRGG-aminoluciferin cleavage, luminescence; inhibition, % at 10 µM
# Target sequence (Q96LD8 whole entry, looked up): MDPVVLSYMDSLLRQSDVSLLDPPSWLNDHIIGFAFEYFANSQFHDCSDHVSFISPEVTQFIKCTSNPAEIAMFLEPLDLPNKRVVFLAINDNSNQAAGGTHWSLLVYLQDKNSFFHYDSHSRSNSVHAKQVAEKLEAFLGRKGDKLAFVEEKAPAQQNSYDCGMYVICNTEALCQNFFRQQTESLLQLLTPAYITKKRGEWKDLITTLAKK
# Gli-Sufu block: antagonists of Gli-Sufu signaling | Sufu-KO-LIGHT fibroblasts, Gli luciferase reporter luminescence | inhibition, % at 5 µM | 340,000 compounds, 0.74% hits;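 active means inhibition above about 55%, limit read from the data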;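 further: 0% = DMSO-treated cells and 100% = wells with medium but no cells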
# Jurkat NFkB inh: lowers PMA/ionomycin-induced NF-kB signal in Jurkat cells | PMA/ionomycin-induced NF-kB luciferase reporter, luminescence | inhibition, % at 4 µM | 330,000 compounds, 0.53% hits
# HKDC1 inhibitor: blocks human hexokinase HKDC1 activity | recombinant HKDC1, G6PDH/diaphorase resazurin coupled fluorescence | 340,000 compounds, 0.16% hits | Q2TB90 | inhibition, % at 20 µM | AID 493160;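 active means inhibition above about 35% when tested at 20 µM, limit read from the data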;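 further: plate controls were DMSO wells with enzyme for no effect and DMSO wells lacking enzyme for full effect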
# Target sequence (Q2TB90 whole entry, looked up): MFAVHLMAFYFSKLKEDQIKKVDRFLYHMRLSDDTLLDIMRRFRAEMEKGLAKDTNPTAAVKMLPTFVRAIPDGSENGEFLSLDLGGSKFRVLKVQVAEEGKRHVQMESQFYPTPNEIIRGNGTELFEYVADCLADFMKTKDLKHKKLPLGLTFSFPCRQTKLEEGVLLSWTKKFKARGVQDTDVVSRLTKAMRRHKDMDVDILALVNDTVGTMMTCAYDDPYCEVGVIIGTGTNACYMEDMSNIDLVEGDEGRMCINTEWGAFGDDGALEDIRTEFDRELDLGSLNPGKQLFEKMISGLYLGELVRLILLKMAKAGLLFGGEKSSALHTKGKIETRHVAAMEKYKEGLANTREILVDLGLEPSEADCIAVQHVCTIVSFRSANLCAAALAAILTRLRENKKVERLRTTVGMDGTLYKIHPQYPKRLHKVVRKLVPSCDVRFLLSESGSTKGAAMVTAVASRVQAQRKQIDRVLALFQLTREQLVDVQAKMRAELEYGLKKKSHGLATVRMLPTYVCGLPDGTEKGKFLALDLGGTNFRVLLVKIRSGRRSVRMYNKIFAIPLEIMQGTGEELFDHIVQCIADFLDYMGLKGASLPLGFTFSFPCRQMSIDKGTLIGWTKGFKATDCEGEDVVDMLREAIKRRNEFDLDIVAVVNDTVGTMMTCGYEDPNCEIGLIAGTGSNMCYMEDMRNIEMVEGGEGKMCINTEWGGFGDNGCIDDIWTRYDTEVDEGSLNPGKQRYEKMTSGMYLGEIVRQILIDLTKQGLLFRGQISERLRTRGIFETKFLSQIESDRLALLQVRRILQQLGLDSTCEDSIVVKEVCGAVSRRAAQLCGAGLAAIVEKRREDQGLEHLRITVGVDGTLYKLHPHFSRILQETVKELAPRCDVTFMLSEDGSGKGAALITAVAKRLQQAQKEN
#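 Test system: recombinant HKDC1 (HK5) hexokinase enzyme, produced in-house; Amount: enzyme 5 µg/mL final; Buffer or medium: Tris pH 8.0 buffer with MgCl2, Tween-20, BSA, BME; Reagent: glucose and ATP substrates; Doses: 20 µM test compound, 1% DMSO; Incubation: 90 min reaction incubation at room temperature, dark; Detection: resorufin fluorescence at 613 nm.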
# SENP7 block: SENP7 protease inhibition | recombinant SENP7, Z-RLRGG-aminoluciferin luminescence, 40 min | inhibition, % at 5 µM | 330,000 compounds, 1.5% hits;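 active means inhibition above about 50% at the single test dose, limit read from the data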;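 further: plate controls were DMSO with enzyme for no effect and no enzyme buffer wells for full effect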
# Apaf1 inhib: blocks human Apaf-1 apoptosome activity | 330,000 compounds, 0.71% hits | inhibition, % at 20 µM | O14727 | AID 489030 | reconstituted apoptosome caspase-3 activity, DEVD-Rh110 fluorescence; active means inhibition of at least 40% at 20 µM;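 further: plate controls were DMSO wells for no effect and DEVD-CHO caspase inhibitor wells for full effect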
#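 Material: biochemical Apaf-1 apoptosome reconstitution. Medium: Hepes buffer, pH 7.5. Also added: cytochrome c activation, bis-DEVD rhodamine 110 substrate. Timing: 30 min compound preincubation, 50 min activation, room temperature. Measured by: rhodamine 110 fluorescence at Ex 480/Em 540 nm.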
# The depositor's hits bear a star; · = not tested or not shown. Unless noted, no stated cut-off is given here; in the data, active means inhibition above about 50%; inactive means the rest.
SMILES,697 NFkB inh,UBC13 inh,SENP8 block,Gli-Sufu block,Jurkat NFkB inh,HKDC1 inhibitor,SENP7 block,Apaf1 inhib
Cc1ccc(S(=O)(=O)N(C)C)cc1NC(=O)c1cc(=O)c2ccccc2o1,12,1,1,-3,4,-2,5,6
O=C(CCc1ccc(Oc2cc([N+](=O)[O-])cc([N+](=O)[O-])c2)cc1)N1CCCCC1,-14,-11,-9,-9,-14,5,-1,28
Cc1ccccc1C(=O)N1CCN(c2ccc([N+](=O)[O-])c(N3CCOCC3)c2)CC1,-2,-20,-2,-1,3,-3,-1,-1
COc1cc(/C=C/C(=O)OCC(=O)NCc2ccc3c(c2)OCO3)cc(OC)c1OC,7,14,-5,-6,-18,-1,-4,-7
COc1cccc(Cn2cnc3c([N+](=O)[O-])c(C)c(C)cc32)c1,-17,60*,0,2,9,-10,0,9
O=C(Nc1cccc(C(=O)N2CCCCCC2)c1)c1ccco1,10,-1,3,1,-1,-2,3,-13
CCc1ccccc1NC(=O)c1onc(C)c1Cl,-31,-5,10,2,-1,-3,0,10
Cc1[nH]n2c(=O)cc(C(C)C)nc2c1-c1ccccc1,-10,13,-1,-10,-3,-3,-1,-15
COc1ccc(-c2cc([N+](=O)[O-])ccc2OCC(=O)N(C)CC(=O)Nc2ccc(C)cc2)cc1,11,-10,-10,22,0,12,-6,11
O=C1NC(=O)C2C3c4ccccc4C(c4ccccc43)C12 (configuration not stated),-39,-15,3,-4,-32,-11,1,-11
Cn1cccc1CNC(=S)Nc1ccccc1F,1,-9,-12,-39,9,-5,-5,0
CCC(=O)Oc1ccc(C2N(C(=O)CC)CCN2S(=O)(=O)c2ccc(C)cc2)cc1OC (configuration not stated),-37,-8,5,5,-2,-2,-2,10
CC(NC(=O)c1ccccc1)C(=O)NNC(=O)c1ccccc1Cl (configuration not stated),-2,-3,1,-14,1,-2,1,-6
CC1CN(C(=S)NC2CCCC2)CC(C)O1 (configuration not stated),15,-9,-4,-2,6,-4,21,-2
O=C(Cn1cc(C(=O)C2CC2)c2ccccc21)NCc1ccc2c(c1)OCO2,3,18,0,-2,-9,0,1,4
CCOc1ccc(C(=O)NCC(=O)N2CCN(Cc3ccccc3)CC2)cc1,1,5,-1,-1,-11,2,4,3
COc1cc(OC)c(/C=N/NC(=O)COc2cccc3cccnc23)c(OC)c1,2,-3,-2,56*,-23,-5,4,12
Cc1cc(C(F)(F)F)n(-c2nc(C(=O)N/N=C/c3ccc(F)cc3)cs2)n1,-7,-8,-12,2,-13,-2,-9,18
Cc1ccc(NC(=S)c2nc3ccccc3[nH]2)cc1,-75,-25,57*,-54,39,-36,55*,7
CC(C(=O)NC1=NCCS1)N1C(=O)c2ccccc2C1=O (configuration not stated),10,4,-3,1,5,-2,-1,-8
COc1ccc(OCCC(=O)OCC(=O)NC(=O)NC(C)C)cc1,-5,-2,-6,-2,0,3,-1,18
CC(CNc1nc2ccc(Cl)cc2n2cnnc12)c1ccccc1 (configuration not stated),-30,-4,-16,18,-14,1,-10,26
O=C(COC(=O)c1cccc(S(=O)(=O)N2CCOCC2)c1)Nc1ccc(Cl)cn1,-4,-8,5,-3,-1,-5,0,2
Nc1nc(SCC(=O)Nc2ccc(S(N)(=O)=O)cc2)n[nH]1,12,15,-8,-10,15,2,1,3
COC(=O)c1sc(S(=O)(=O)NC(C)C(=O)O)c(C(=O)OC)c1C (configuration not stated),8,3,0,-2,-3,-12,5,10

# An excerpt from above in order of SMILES length, smallest number first.
SMILES,697 NFkB inh,UBC13 inh,SENP8 block,Gli-Sufu block,Jurkat NFkB inh,HKDC1 inhibitor,SENP7 block,Apaf1 inhib
CC1CN(C(=S)NC2CCCC2)CC(C)O1 (configuration not stated),15,-9,-4,-2,6,-4,21,-2
COc1ccc(OCCC(=O)OCC(=O)NC(=O)NC(C)C)cc1,-5,-2,-6,-2,0,3,-1,18
CC(NC(=O)c1ccccc1)C(=O)NNC(=O)c1ccccc1Cl (configuration not stated),-2,-3,1,-14,1,-2,1,-6
Nc1nc(SCC(=O)Nc2ccc(S(N)(=O)=O)cc2)n[nH]1,12,15,-8,-10,15,2,1,3
COc1cccc(Cn2cnc3c([N+](=O)[O-])c(C)c(C)cc32)c1,-17,60*,0,2,9,-10,0,9
COc1cc(OC)c(/C=N/NC(=O)COc2cccc3cccnc23)c(OC)c1,2,-3,-2,56*,-23,-5,4,12
Cc1ccc(S(=O)(=O)N(C)C)cc1NC(=O)c1cc(=O)c2ccccc2o1,12,1,1,-3,4,-2,5,6
O=C(COC(=O)c1cccc(S(=O)(=O)N2CCOCC2)c1)Nc1ccc(Cl)cn1,-4,-8,5,-3,-1,-5,0,2
CCC(=O)Oc1ccc(C2N(C(=O)CC)CCN2S(=O)(=O)c2ccc(C)cc2)cc1OC (configuration not stated),-37,-8,5,5,-2,-2,-2,10
O=C(CCc1ccc(Oc2cc([N+](=O)[O-])cc([N+](=O)[O-])c2)cc1)N1CCCCC1,-14,-11,-9,-9,-14,5,-1,28

# The list continues:
SMILES,697 NFkB inh,UBC13 inh,SENP8 block,Gli-Sufu block,Jurkat NFkB inh,HKDC1 inhibitor,SENP7 block,Apaf1 inhib
O=C(OCc1nc2ccc(Cl)cc2n1CCO)c1ccccc1C(=O)c1ccccc1,6,2,1,6,-7,-3,-1,8
Cc1ccc(OC(=O)c2ccc(Br)o2)cc1,-5,-3,-22,-2,-5,5,5,1
CC(=O)OC[C@]12CC[C@H]3[C@@](C)(CC[C@H]4C(C)(C)CCC[C@]34C)[C@@H]1C[C@H](C1=CC(=O)O[C@@H]1OC(C)=O)O2,-8,-2,5,·,5,·,11,7
COCCSc1ccccc1C(=O)Nc1cc(C)on1,17,0,-1,0,-14,-11,4,0
Cc1ccc(C(=O)O/N=C(\N)c2ccccn2)cc1C,-162,-2,93*,42,-13,1,98*,-6
O=C(NCc1ccco1)c1sc2ccccc2c1Cl,-11,4,0,5,-28,-3,-2,1
NC1(C#Cc2ccc3c(=O)c4ccccc4sc3c2)CCCCC1,-80,37,36,31,-3,8,12,60*
COC(=O)c1cc(C(=O)Nn2cnnc2)cc([N+](=O)[O-])c1,3,-5,-2,0,2,-5,-4,-15
CCOC(=O)CN1C(=O)CN(c2ccc(C)cc2)C1=O,-2,6,-3,-9,-31,-8,1,-7
CC(C)NC(=O)CC1OC(=O)c2ccccc21 (configuration not stated),2,4,-4,1,11,-7,2,-7
Cc1nccc2oc(=O)c(NC(=O)c3ccc(Cl)cc3)cc12,5,-9,-7,-8,-13,0,-6,5
COc1ccccc1C(=O)NC(CCSC)C(=O)Nc1ccc(C)c(S(=O)(=O)N2CCOCC2)c1 (configuration not stated),-13,19,4,0,-6,-4,5,9
CC(C)(C)C(=O)Nc1nc(=S)ss1,19,-1,6,12,8,-7,-5,1
COc1cc(NC(=O)CSc2nnc3n2C(C)(C)Cc2ccccc2-3)cc(OC)c1,-3,-13,-5,1,10,2,-9,19
Nc1nc(SCC(=O)N2CCN(S(=O)(=O)c3ccc(Cl)cc3)CC2)n[nH]1,-2,9,-4,33,6,1,-6,-6
COc1cccc(CN2CC(C(=O)NCc3cccc(N4CCCC4)c3)CCC2=O)c1 (configuration not stated),-1,1,2,8,8,0,4,5
O=C(Nc1nc(-c2ccc(S(=O)(=O)N3CCCCCC3)cc2)cs1)c1ccccc1,-3,6,0,25,15,-2,1,8
CSc1ccccc1NC(=O)CN(C)C(=O)Cc1c(F)cccc1Cl,-2,1,-6,-14,3,-6,-14,10
CCn1c(SCC(=O)Nc2cc(C)on2)nc2c1c(=O)n(C)c(=O)n2C,19,9,8,2,10,11,3,-3
O=C1NCCCCC1NC1CC(=O)N(c2ccccc2)C1=O (configuration not stated),4,2,-3,19,9,-7,-1,7
O=C(/C=C/Nc1ccccc1C(=O)O)c1cccs1,-61,8,82*,-13,-32,-9,21,-3
O=c1[nH]c(N2CCN(Cc3ccccc3)CC2)nc2c1CCC2,11,4,7,6,2,-3,0,4
COc1ccc(C)cc1NC(=O)C1C2C=CC(C2)C1C(=O)O (configuration not stated),10,0,1,7,12,-1,0,3
CCOc1ccccc1N1C(=O)c2ccc(C(=O)O)cc2C1=O,11,-4,-5,20,-11,-3,-6,7
C=CCCCCCCCCC(=O)N1CCN(c2cc3c(cc2F)c(=O)c(C(=O)O)cn3CC)CC1,-84,47*,-15,5,2,-12,1,13
# Other results
SMILES,697 NFkB inh,UBC13 inh,SENP8 block,Gli-Sufu block,Jurkat NFkB inh,HKDC1 inhibitor,SENP7 block,Apaf1 inhib
COCCCNC(=O)c1cc2c(=O)n3cccc(C)c3nc2s1,-2,8,-7,19,3,-2,-5,8
CN(C)C(CNC(=O)CCS(=O)(=O)c1ccccc1)c1ccccc1 (configuration not stated),15,9,0,30,-23,0,-1,-8
COc1ccc(-c2ccc(OC)cc2)cc1,-50,3,-14,-34,-31,3,13,-7
CC(C(=O)NCc1ccccc1)N(Cc1ccccc1Cl)C(=O)c1snc(C(N)=O)c1N (configuration not stated),5,12,3,-4,10,-4,0,8
O=C(/C=C/Nc1ccccc1)c1ccc(Oc2ncccn2)cc1,-91,-4,65*,10,-114,-10,82*,-10
CC(C)(C)OC(=O)N1CCC(CC2CC(c3ccc(Cl)cc3)=NO2)(C(=O)NCC2CCCCC2)CC1 (configuration not stated),-9,-10,-8,5,-5,-10,1,17
Cc1ccnc(NS(=O)(=O)c2ccc(N3C(=O)c4ccccc4C3=O)cc2)n1,-19,-4,6,-18,17,3,1,-10
Clc1ccccn1,24,-1,0,2,3,-3,2,-5
CC1CC(C)CN(CCOc2ccccc2-c2ccccc2)C1 (configuration not stated),-11,11,-6,-13,-5,-7,2,1
COC(=O)C1=C(C)N(Cc2ccc(OC)cc2)C(=O)/C1=C\c1ccco1,-21,-18,-4,8,4,0,13,-1
CCOC(=O)C1=C(CN2CCCCCC2)NC(=O)NC1c1ccc2c(c1)OCO2 (configuration not stated),-8,-4,-6,-4,7,-4,-9,5
CSc1nnc(C)c(=O)n1COC(=O)c1cc(Cl)ccc1[N+](=O)[O-],-7,7,0,14,13,-6,6,-15
CCCCN(CCCC)C(=O)CN(C)S(=O)(=O)c1ccc2c(c1)n(C)c(=O)c(=O)n2C,14,21,-6,3,15,-6,-5,-12
COC(=O)C(C)n1cnc2c(nnn2-c2ccc(OC)cc2)c1=O (configuration not stated),0,-13,-17,-4,-8,-8,-7,-2
CC(C)CC(=O)Nc1nnc(SCC(=O)NC2CCCCC2)s1,-10,-8,-1,5,12,-2,16,1
COc1ccc(CCNC(=O)CNC(=O)c2ccco2)cc1,3,4,0,-7,15,-7,-7,0
C/C=C(\C)CN1CCC(n2nccc2NC(=O)CCc2ccccc2)CC1,13,4,0,35,6,-5,-15,-15
CC[C@]12c3[nH]c4ccc(Cl)cc4c3CCN1C(=O)[C@@H](CC(=O)NCCC1=CCCCC1)C[C@@H]2C(=O)N1CCN(C(=O)c2ccco2)CC1,5,·,·,6,·,5,8,31
Cc1ncc([N+](=O)[O-])n1Cc1cccc(F)c1,-5,-14,0,8,-21,-2,-14,7
O=C(NCc1ccccc1)C1CCCN1C(=O)Nc1ccccc1[N+](=O)[O-] (configuration not stated),-21,-4,0,-9,-15,-4,-4,2
Cc1cccc(C)c1OCC(O)CNC(C)(C)C (configuration not stated),10,2,0,7,1,1,14,11
CC(=O)c1ccc(N2CCN(C(=O)CCN3C(=S)NC(C)(C)CC3C)CC2)cc1 (configuration not stated),1,-3,5,-9,-6,-2,3,-139
O=C(Nc1ccccc1)Nc1ccc(C(=O)N2CCOCC2)cc1,-39,3,61*,-52,-65,-2,82*,-2
O=C(NC(=S)N1CCc2ccccc21)c1ccco1,3,-9,-5,6,-14,-9,3,18
CCOC(=O)c1cccc(NC(=O)CCc2nnc3ccc(N4CCOCC4)nn23)c1,9,1,7,-6,2,-4,-4,-3
CCCCNC(=O)Cn1cnc2c(cnn2-c2ccc(C)c(C)c2)c1=O,14,-8,-9,-7,8,-10,-13,3
O=C(N/N=C/c1cccnc1)C1CCCN(S(=O)(=O)c2ccccc2)C1 (configuration not stated),13,-3,0,-2,6,0,6,0
